TexasRed fluor: Total Fluorescence Counterscreen for Inhibitors of the Interaction of Thyroid Hormone Receptor and Steroid Receptor Coregulator 2; TRb/SRC2 Texas Red total fluorescence interference; Potency, µM (series often up to 106 µM), inactives show at the highest dose fluorescence change, negative = quenching; 280,000 compounds, 0.29% hits; AID 1479, 2009; active means well fitted curve in either direction with a large enough effect; inconclusive means small, poorly fitted or top-dose-only effect
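Flags fluorescent or light-absorbing compounds by total fluorescence, S + 2P, at 555 nm excitation and 632 nm emission. Mixture: 20 nM Texas Red SRC2 peptide, 0.6 uM human TRb LBD, 1 uM T3, 5% DMSO; compound exposure 5 h at ambient temperature.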
JMJD2E inh: qHTS Assay for Inhibitors of Human Jumonji Domain Containing 2E (JMJD2E). Potency, µM (doses to about 57.1 µM), inactives show top-dose activity change, negative = inhibition, usual class: inhibitors. 230,000 compounds, 1.6% hits. AID 2147, 2009. JMJD2E catalytic domain, FDH-coupled NADH fluorescence (FDH is formaldehyde dehydrogenase); active means well fitted inhibition curve with a large enough effect, not every such curve was filed as active; inconclusive means small, poorly fitted or top-dose-only effect, or another doubt; inactive means no such curve, though single readings can be large or run the other way;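 further: 0% = wells with enzyme and -100% = buffer wells without enzyme; nearly all actives have a fitted effect of over 50% in size; many of its hits are not listed in these tables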
Tau fibril ThT: qHTS for Inhibitors of Tau Fibril Formation, Thioflavin T Binding; Microtubule-associated protein tau (Homo sapiens), P10636; recombinant tau K18 P301L (four-repeat tau fragment), heparin-induced fibrillization, ThT fluorescence; Potency, µM (doses to about 57.4 µM), without a hit: top-dose activity, negative = inhibition, hits mostly inhibitors; 270,000 compounds, 2.1% hits; AID 1460, 2008; further: nearly all actives have a fitted effect of over 55% in size
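K18 P301L tau (15 uM + 0.24 uM Alexa 594-tagged), heparin 20 uM, NaOAc pH 7, 6 h 37 C; ThT 30 uM, 1 h RT, ex 450/em 510 nm.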
RECQ1 helicase: qHTS Assay for Inhibitors of RecQ-Like Dna Helicase 1 (RECQ1). Potency, µM (highest dose often 57.3 µM), for inactives: at the highest dose activity, negative = inhibition, usual class: inhibitors. 240,000 compounds, 0.54% hits. RECQ1 DNA unwinding, red fluorescence kinetic read;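 further: plate controls were vehicle for no effect and no enzyme for full effect; nearly all actives have a fitted effect of over 30% in size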
Target sequence (P46063 whole entry, looked up): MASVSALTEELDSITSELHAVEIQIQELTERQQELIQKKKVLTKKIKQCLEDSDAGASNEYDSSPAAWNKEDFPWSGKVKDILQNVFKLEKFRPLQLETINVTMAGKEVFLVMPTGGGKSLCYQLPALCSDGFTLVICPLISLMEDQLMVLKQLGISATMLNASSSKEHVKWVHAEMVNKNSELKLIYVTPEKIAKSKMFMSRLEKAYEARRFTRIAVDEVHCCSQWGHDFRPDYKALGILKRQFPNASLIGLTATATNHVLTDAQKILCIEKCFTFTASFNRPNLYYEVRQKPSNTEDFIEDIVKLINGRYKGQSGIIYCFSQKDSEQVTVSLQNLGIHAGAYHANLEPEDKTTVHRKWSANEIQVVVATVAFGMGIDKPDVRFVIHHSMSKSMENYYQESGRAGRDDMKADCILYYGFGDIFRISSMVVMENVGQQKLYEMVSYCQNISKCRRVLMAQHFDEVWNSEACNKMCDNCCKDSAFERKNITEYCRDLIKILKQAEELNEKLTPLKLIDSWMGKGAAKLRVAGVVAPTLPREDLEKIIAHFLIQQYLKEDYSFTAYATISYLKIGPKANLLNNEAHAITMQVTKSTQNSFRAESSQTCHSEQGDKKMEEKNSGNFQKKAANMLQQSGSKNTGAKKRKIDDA
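RECQ1T1 50 nM; forked duplex (20 bp + 30-nt ss tails) 200 nM, ATP 2 mM final; pH 8.0, 2 mM MgCl2, 2.5 ug/ml poly(dI-dC); 15 min compound preincubation; discontinuous kinetic read over 2 h at RT.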
L3MBTL1 block: qHTS Assay for the Inhibitors of L3MBTL1; Lethal(3)malignant brain tumor-like protein 1 (Homo sapiens), Q9Y468; AlphaScreen L3MBTL1–H3K9me1 peptide binding; Potency, µM (series often up to 57.1 µM), without a hit: at the highest dose activity, negative = inhibition, usual class: inhibitors; 230,000 compounds, 0.66% hits; AID 485360, 2010; further: nearly all actives have a fitted effect of over 60% in size
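L3MBTL1 50 nM + b-AHA-H3(1-15)K9me1 75 nM, 30 min RT; compound added, 30 min RT; streptavidin donor/Ni-chelate acceptor beads 10 ug/mL each final, 30 min RT dark; AlphaScreen read.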
TRb-SRC2 inh: qHTS for Inhibitors of the Interaction of Thyroid Hormone Receptor and Steroid Receptor Coregulator 2 | TRbeta-SRC2 peptide binding, fluorescence polarization; receptor liganded with 1 µM T3 | Potency, µM (highest dose often 106 µM), inactives show top-dose activity change, negative = inhibition, actives largely listed as inhibitors | 280,000 compounds, 0.065% hits | AID 1469, 2008;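 further: plate controls were bound peptide for no effect and peptide without receptor for full effect; nearly all actives have a fitted effect of over 50% in size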
Target sequence (P10828 whole entry, looked up): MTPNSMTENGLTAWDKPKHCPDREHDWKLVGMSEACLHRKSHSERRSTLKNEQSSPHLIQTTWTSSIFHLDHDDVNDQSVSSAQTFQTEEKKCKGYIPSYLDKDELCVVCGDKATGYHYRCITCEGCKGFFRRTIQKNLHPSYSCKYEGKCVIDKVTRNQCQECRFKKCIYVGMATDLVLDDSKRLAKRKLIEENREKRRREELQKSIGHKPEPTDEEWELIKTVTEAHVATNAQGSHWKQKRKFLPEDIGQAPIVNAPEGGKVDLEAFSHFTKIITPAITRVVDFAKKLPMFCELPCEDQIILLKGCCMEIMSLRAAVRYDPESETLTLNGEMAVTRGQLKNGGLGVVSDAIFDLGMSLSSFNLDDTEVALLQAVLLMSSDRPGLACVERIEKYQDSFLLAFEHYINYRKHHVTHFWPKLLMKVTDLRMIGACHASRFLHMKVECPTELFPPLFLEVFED
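Decrease in fluorescence polarization of 20 nM Texas Red SRC2 coactivator peptide flagged inhibition of its binding to 0.6 uM TRb LBD; 1 uM T3 included, incubation 5 hr, ex 555/em 632 nm.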
GoLoco inh red: qHTS Assay for Inhibitors of RGS12 GoLoco Motif Activity (Red Fluorophore) | Guanine nucleotide-binding protein G(i) subunit alpha-1 (Homo sapiens), P63096 | Gai1:RGS12 GoLoco peptide FP, rhodamine, 10 min | Potency, µM (series often up to 61.6 µM), for the others: top-dose activity, negative = inhibition, actives largely listed as inhibitors | 230,000 compounds, 0.44% hits; active means well fitted inhibition curve with a large enough effect, not every such curve was filed as active; inactive means no such curve, though single readings can be large or run the other way; further: nearly all actives have a fitted effect of over 30% in size; many of its hits are not listed in these tables
Tau FP inhib: qHTS for Inhibitors of Tau Fibril Formation, Fluorescence Polarization; Microtubule-associated protein tau (Homo sapiens), P10636; K18 P301L tau heparin fibrillization, Alexa594 FP, 6 h; Potency, µM (top dose mostly 57.7 µM), for inactives: at the highest dose activity, negative = inhibition, usual class: inhibitors; 280,000 compounds, 0.39% hits; further: nearly all actives have a fitted effect of over 55% in size
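Recombinant K18 P301L […], labeled with Alexa 594 at 0.24 uM over 15 uM unlabeled; heparin inducer 20 uM final; 37 C, 6 hr; FP endpoint.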
* marks the source's active call; other numbers are inactive results; i = inactive; ? = inconclusive; . = no result given; & = joins results of further samples; [ ] = remark or other dose. Unless noted, the call rests on the fitted dose curve; in most records, active means well fitted curve in the direction sought with a large enough effect; inconclusive means small, poorly fitted or top-dose-only effect, or another doubt; inactive means no such curve, though single readings can be large; an effect the other way counts as inactive or inconclusive. Unless noted, on the % scale 0 is the no-effect control and ±100 the full control effect; potency means the concentration at half of the fitted maximal effect.

Labels used below – A = TexasRed fluor; B = JMJD2E inh; C = Tau fibril ThT; D = RECQ1 helicase; E = L3MBTL1 block; F = TRb-SRC2 inh; G = GoLoco inh red; H = Tau FP inhib
molecule: COc1ccccc1C1CC(=O)NC(C)=C1C(=O)OCC(C)C (stereo unspecified)
  A: -1% | B: 6% | C: -4% | D: -6% | E: 2% | F: -8% | G: 1% | H: 5%

molecule: CC1(C)CC(=O)C(N=Nc2ccc(OC(F)F)cc2)=C(O)C1
  A: -3% | B: -8% | C: ? | D: -6% | E: -8% | F: 12% | G: 7% | H: -5%

molecule: C=CCn1c(=O)c2c(nc(-c3ccc(S(=O)(=O)O)cc3)n2C)n(C)c1=O
  A: ? | B: ? | C: -4%&6% | D: i | E: . | F: -9%&-7% | G: 8%&-17% | H: ?

molecule: O=C(CCn1[nH]c(=O)c2ccccc2c1=O)NCCO
  A: 0% | B: -12% | C: -4% | D: -5% | E: . | F: -16% | G: 2% | H: -12%

molecule: CC(C)CN=Cc1c(O)c([N+](=O)[O-])cc2oc3c(c12)CCCC3
  A: ? | B: 13µM* | C: 4.5µM* | D: -3% | E: -8% | F: -1% | G: 31%[activator] | H: ?

molecule: CC1=C(C(=O)OCC(C)C)C(c2ccc(Br)s2)NC(=O)N1 (stereo unspecified)
  A: 0% | B: -4% | C: 2% | D: i | E: -1% | F: -2% | G: 2% | H: 5%

molecule: COCCCNC(=O)c1ccc2c(c1)NC(=O)C(C(C)C)N2 (stereo unspecified)
  A: -18% | B: . | C: -6% | D: . | E: . | F: 6% | G: . | H: -7%

molecule: CCOC(=O)Cc1csc(NC(=O)CSc2nnc(Cc3csc(N)n3)n2C)n1
  A: 1% | B: -17% | C: -10% | D: i | E: ? | F: -23% | G: -7% | H: 0%

molecule: COc1ccc(C(=O)Nc2ccc3c(c2)OCCO3)cc1
  A: -1% | B: 0% | C: -12% | D: 0% | E: -2% | F: -8% | G: 8% | H: 11%

molecule: Cn1c(N)c(C(=O)COC(=O)CNS(=O)(=O)c2ccc(Cl)c(Cl)c2)c(=O)n(C)c1=O
  A: -3%[53 µM] | B: -4% | C: 0% | D: 0% | E: 7% | F: -2%[53 µM] | G: 10% | H: -7%

molecule: N=C1CCCN1c1ccccc1O
  A: 2% | B: -8% | C: -1% | D: -2% | E: 6% | F: 0% | G: 3% | H: 1%

molecule: O=C(NCCOc1nc(N2CCOCC2)nc(N2CCOCC2)n1)Nc1ccc(Cl)cc1
  A: -1% | B: -12% | C: 2% | D: -14% | E: . | F: 0% | G: 3% | H: -3%

molecule: Cc1ccc(C2NC(=O)CCC2[N+](=O)[O-])cc1 (stereo unspecified)
  A: 0% | B: 6% | C: -10% | D: -9% | E: . | F: 10% | G: 3% | H: -2%

molecule: CCOc1ccc(NC(=S)N2CCC(N(C)CCN3CCOCC3)CC2)cc1
  A: -1% | B: 5% | C: -4% | D: 0% | E: 6% | F: -1% | G: 11% | H: 0%

molecule: COc1ccc(-c2cn[nH]c2-c2ccc(OCc3ccc([N+](=O)[O-])cc3)cc2O)cc1OC
  A: -2% | B: -12% | C: ? | D: -5% | E: . | F: 9% | G: -10% | H: ?

molecule: Cc1cc(C)nc(SCC(=O)c2ccc([N+](=O)[O-])cc2)n1
  A: -2% | B: -6% | C: ? | D: -3% | E: -12% | F: 4% | G: -1% | H: 4%

molecule: CCc1c(C)c2nncn2[nH]c1=O
  A: 0% | B: 9% | C: -10% | D: i | E: . | F: 7% | G: 0% | H: -8%

molecule: COc1cccc(C(C(=O)NC(C)(C)C)N(C(=O)CCC(=O)Nc2cc(C)on2)C(C)(C)C)c1OC (stereo unspecified)
  A: -6% | B: -2% | C: -7% | D: i | E: -3% | F: -12% | G: 5% | H: 7%

molecule: CCCCCC(O)(CCCCC)C(=O)NNc1ccccc1
  A: 3% | B: 2% | C: -4% | D: i | E: 3% | F: 1% | G: 6% | H: -4%

molecule: CCOc1ccc(CNC(=O)CN2C(=O)CCn3nc(-c4cn(C)c5ccccc45)cc32)cc1OC
  A: -5% | B: . | C: -4% | D: . | E: . | F: -8% | G: . | H: 1%

molecule: Nc1nc2ccc(C(=O)NCCOC(=O)C3CCCCC3)cc2s1
  A: -2% | B: -10% | C: -17% | D: i | E: 3% | F: 4% | G: 7% | H: -8%

molecule: CC(=O)/C(=N/Nc1ccc(Br)cc1)N1CCCc2ccccc21
  A: 1% | B: -5% | C: . | D: -12% | E: . | F: 7% | G: 10% | H: 2%

molecule: COc1cccc(CNC(=O)c2cc3c(=O)n(Cc4cccnc4)ccc3nc2C)c1
  A: 2% | B: . | C: 3% | D: . | E: . | F: 10% | G: . | H: -9%

molecule: O=C(O)CCn1cc(C2CC(c3ccccc3)=NN2c2ccccc2)c(-c2ccccc2)n1 (stereo unspecified)
  A: -3% | B: ? | C: ? | D: i | E: 31%[activator] | F: 4% | G: 6% | H: 5%

molecule: O=C(NC1CCCCC1)C(c1ccccc1F)N(Cc1ccco1)C(=O)Cn1nnc2ccccc21 (stereo unspecified)
  A: -1% | B: -1% | C: 3% | D: -8% | E: -10% | F: 5% | G: 55% | H: -5%

Single records (already shown). Screens in order: TexasRed fluor	JMJD2E inh	Tau fibril ThT	RECQ1 helicase	L3MBTL1 block	TRb-SRC2 inh	GoLoco inh red	Tau FP inhib
CC(=O)/C(=N/Nc1ccc(Br)cc1)N1CCCc2ccccc21 as listed: 1%	-5%	.	-12%	.	7%	10%	2%
COc1cccc(CNC(=O)c2cc3c(=O)n(Cc4cccnc4)ccc3nc2C)c1 as listed: 2%	.	3%	.	.	10%	.	-9%

Taken from the entries so far (2 entries):
Labels used below – A = TexasRed fluor; B = JMJD2E inh; C = Tau fibril ThT; D = RECQ1 helicase; E = L3MBTL1 block; F = TRb-SRC2 inh; G = GoLoco inh red; H = Tau FP inhib
molecule: COc1ccccc1C1CC(=O)NC(C)=C1C(=O)OCC(C)C (stereo unspecified)
  A: -1% | B: 6% | C: -4% | D: -6% | E: 2% | F: -8% | G: 1% | H: 5%

molecule: CC1(C)CC(=O)C(N=Nc2ccc(OC(F)F)cc2)=C(O)C1
  A: -3% | B: -8% | C: ? | D: -6% | E: -8% | F: 12% | G: 7% | H: -5%

Next results.
SMILES	TexasRed fluor	JMJD2E inh	Tau fibril ThT	RECQ1 helicase	L3MBTL1 block	TRb-SRC2 inh	GoLoco inh red	Tau FP inhib
CN(/N=C/c1ccc2c(c1)OCO2)c1nc(N2CCOCC2)nc(N2CCOCC2)n1	1%	8%	-12%	-2%	.	-1%	-5%	2%
COc1cccc(C(=O)NC(c2ccc(Cl)cc2)c2cc(Cl)c3cccnc3c2O)c1 (stereo unspecified)	-3%	.	3%	.	.	-2%	.	22%
CSc1ccc(S(=O)(=O)N2CCCC2)cc1	0%	0%	0%	3%	9%	3%	11%	8%
CCOC(=O)C(C)Sc1nc2c(c(-c3cccs3)c1C#N)CCC2 (stereo unspecified)	-1%	5%	-14%	4%	72%[activator]	0%	18%	-4%
COc1ccc(CCNc2ncnc3c2cnn3-c2ccc(F)cc2)cc1	-1%	.	4%	.	.	2%	.	?
Cc1nn(-c2ccccc2)cc1C(=S)Nc1ccccc1	-6%	8%	?	-1%	-2%	-1%	3%	0%
Cc1c(C(=O)N(Cc2ccc(N(C)C)cc2)CC2CCCO2)oc2ccccc12 (stereo unspecified)	-2%	.	-17%	.	.	-7%	.	5%
Cc1noc2ncnc(N3CCCC(C(=O)Nc4cc(F)ccc4F)C3)c12 (stereo unspecified)	0%	.	1%	.	.	5%	.	-8%
COc1ccc(Cn2c(SCc3ccc(C(=O)NC4CCCCC4)cc3)nc3cccnc32)cc1	7%	.	1%	.	.	-3%	.	-3%
CNc1ccccc1C(C)(C)c1cc(-c2cccc(OC)c2)no1	4%	6%	?	?	-28%	8%	205%[activator]	4%
COc1ccc(OC)c(N/C(C)=C/C(=O)c2ccccc2)c1	-1%[53 µM]	4%	?	-2%	0%	1%[53 µM]	8%	8%
C=CCN(CC=C)C(=S)NC(=O)/C=C/c1ccccc1	-5%	-2%	-12%	-3%	0%	-6%	-1%	13%
Cc1cccc(NC(=O)NC(=O)c2ccccc2)n1	-2%	1%	-1%	-7%	3%	3%	-3%	3%
O=[N+]([O-])c1ccc2[nH]c3c(c2c1)CCCC3O (stereo unspecified)	-2%[53 µM]	-6%	?	i	-8%	2%[53 µM]	12%	2%
O=C1/C(=C/c2cccnc2)N=C2CCCCCN12	-3%	-20%	2%	4%	7%	1%	1%	2%

The results go on:
SMILES	TexasRed fluor	JMJD2E inh	Tau fibril ThT	RECQ1 helicase	L3MBTL1 block	TRb-SRC2 inh	GoLoco inh red	Tau FP inhib
O=C(O)COc1c(Cl)cc(/C=C2/NC(=O)NC2=O)cc1Br	-7%	-18%	-13%	-2%	.	-6%	-5%	-4%
CCC(C)NC(=O)C(=O)NC1CCCC1 (stereo unspecified)	-1%	0%	1%	i	1%	-5%	-1%	4%
CCOC(=O)C1CCN(C(=S)Nc2cccc(C)c2C)CC1	0%	-11%	-10%	-10%	9%	-6%	-4%	-2%
Cc1cc(Cl)ccc1OCCCC(=O)NCc1ccncc1	-1%	-1%	12%	8%	-7%	8%	10%	7%

3 compounds already listed, ordered by SMILES length, descending.
SMILES	TexasRed fluor	JMJD2E inh	Tau fibril ThT	RECQ1 helicase	L3MBTL1 block	TRb-SRC2 inh	GoLoco inh red	Tau FP inhib
CCOC(=O)C1CCN(C(=S)Nc2cccc(C)c2C)CC1	0%	-11%	-10%	-10%	9%	-6%	-4%	-2%
Cc1cc(Cl)ccc1OCCCC(=O)NCc1ccncc1	-1%	-1%	12%	8%	-7%	8%	10%	7%
O=C1/C(=C/c2cccnc2)N=C2CCCCCN12	-3%	-20%	2%	4%	7%	1%	1%	2%

Screens as filed in PubChem BioAssay.

This is a subset. The share of hits here may be higher or lower than overall.
